IDH1 R132H inh: inhibitors of human mutant IDH1 R132H; O75874; IDH1-R132H enzyme, NADPH consumption, diaphorase/resazurin fluorescence; Potency, µM (series often up to 76.6 µM), for inactives: at the highest dose activity change, negative = inhibition, hits mostly inhibitors; hit rate 0.093% among 390,000; AID 602179; note: potency is the fitted concentration of half-maximal effect; % is set by controls: 0 for no effect and ±100 for the full control effect; nearly all actives have a fitted effect of over 65% in size
Target sequence (O75874 whole entry R132H, stated change not applied): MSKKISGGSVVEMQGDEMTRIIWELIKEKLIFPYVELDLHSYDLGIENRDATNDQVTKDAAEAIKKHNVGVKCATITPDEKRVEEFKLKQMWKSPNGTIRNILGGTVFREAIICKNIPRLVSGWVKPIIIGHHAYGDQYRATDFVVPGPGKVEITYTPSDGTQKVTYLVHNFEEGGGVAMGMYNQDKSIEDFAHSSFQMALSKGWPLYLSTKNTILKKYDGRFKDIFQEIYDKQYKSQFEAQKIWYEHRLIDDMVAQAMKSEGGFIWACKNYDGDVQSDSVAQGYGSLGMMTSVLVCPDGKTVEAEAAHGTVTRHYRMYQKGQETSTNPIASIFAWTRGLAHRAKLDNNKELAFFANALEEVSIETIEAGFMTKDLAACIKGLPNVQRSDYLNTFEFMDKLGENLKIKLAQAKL
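IDH1-R132H (0.5 ug/mL dispensed) in pH 7.5 Tris buffer was preincubated 30 min with compound, then given a substrate mix of 0.016 mM NADPH and 2 mM alpha-KG for 80 min at room temperature; remaining NADPH was read by diaphorase/resazurin fluorescence.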
PI4K2A block: blocks human PI4K2A kinase activity; purified PI4K2A, ADP-Glo luminescence, 1 h; active compounds read low; activity change, negative = inhibition, % at 76.9 µM; hit rate 0.13% among 420,000; in the data active = activity change below about -50%; inconclusive = mostly about -30% to -49%;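 note: -100% = wells without enzyme as full effect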
Target sequence (Q9BTU6 whole entry, looked up): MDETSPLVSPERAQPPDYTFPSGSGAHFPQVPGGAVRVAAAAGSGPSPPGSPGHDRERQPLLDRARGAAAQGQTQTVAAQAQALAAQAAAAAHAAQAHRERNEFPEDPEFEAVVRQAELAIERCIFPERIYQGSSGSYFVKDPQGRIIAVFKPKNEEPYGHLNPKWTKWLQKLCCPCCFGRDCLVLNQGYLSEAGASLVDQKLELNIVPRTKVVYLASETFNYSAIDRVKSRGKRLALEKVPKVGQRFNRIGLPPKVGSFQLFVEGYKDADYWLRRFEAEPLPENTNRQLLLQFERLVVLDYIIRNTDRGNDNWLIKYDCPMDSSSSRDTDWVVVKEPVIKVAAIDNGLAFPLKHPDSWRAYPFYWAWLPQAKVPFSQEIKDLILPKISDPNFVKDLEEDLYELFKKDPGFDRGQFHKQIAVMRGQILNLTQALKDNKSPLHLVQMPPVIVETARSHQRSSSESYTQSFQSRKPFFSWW
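Compounds are screened against recombinant PI4K2A using PI as substrate and ATP, the latter dispensed at 300 microM. Reactions run one hour at ambient temperature before ADP-Glo detection; full inhibition defined by wells lacking enzyme.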
TRHR enhancer: TRH receptor (human) allosteric enhancement | enhancement, % at 2 µM | TRHR cells, fluo-8 calcium fluorescence, EC20 TRH enhancement | hit rate 0.66% among 360,000 | P34981; in the data active = enhancement above about 30%; note: 0% is about no effect
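TRHR-expressing cells loaded with fluo-8 calcium dye were read kinetically (ex 480/em 530) during compound addition, then stimulated with an EC20 of TRH (10 nM final). Enhancement of the Gq-mediated intracellular calcium response was scored.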
D2 agonist: D2 dopamine receptor (human) agonism; HEK293 T-REx D2 cells, calcium flux agonist mode; hit rate 0.53% among 340,000; P14416; activation, % at 2 µM; AID 485358;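 active = activation over 3 SD above normal in the single-dose calcium agonist read, cut at about 30% in these data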; note: 0% is about no effect
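Agonism scored from kinetic calcium signal (1 read/sec, 180 s) following compound pin transfer, after a 10 s baseline. Cells: HEK293 Trex line expressing inducible D2 receptor coupled to calcium, dye-loaded after overnight culture at 30 C.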
TRHR ag: agonists of human TRH receptor. P34981. TRHR cells, calcium flux fluo-8, FDSS agonist mode. activation, % at 2 µM. hit rate 0.18% among 360,000; in the data active = activation above about 30%; note: 0% is about no effect
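Agonist-mode FDSS calcium read (Ex 480/Em 530, 1 s cycles) in 1536-well TRHR cells with fluo-8 dye, after 10-cycle baseline and 23 nL compound addition; TRH at EC20 (10 nM final) added afterwards for the enhancer phase.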
TrxR1 inh: inhibitors of rat thioredoxin reductase 1; Potency, µM (highest dose often 114 µM), for the others: at the highest dose activity change, negative = inhibition, usual class: inhibitors; recombinant rTrxR1, NADPH fluorescence consumption, selenite substrate; O89049; hit rate 1% among 390,000; note: potency is the fitted concentration of half-maximal effect; % is set by controls: 0 for no effect and ±100 for the full control effect; nearly all actives have a fitted effect of over 65% in size
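Rat TrxR1 (90 nM in the dispensed reagent) was pre-reduced with 400 uM NADPH for 5 min at room temperature, then incubated with compound for 15 min. After 400 uM selenite was added, NADPH fluorescence (Ex 340/Em 450 nm) was followed for 8 min.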
USP1 inh: USP1/UAF1 (human) deubiquitinase inhibition | Potency, µM (highest dose often 57.1 µM), for the others: at the highest dose activity change, negative = inhibition, most hits filed as inhibitors | recombinant USP1/UAF1, Ub-Rhodamine cleavage fluorescence | hit rate 0.23% among 390,000 | AID 743255 | O94782; note: potency is the fitted concentration of half-maximal effect; % is set by controls: 0 for no effect and ±100 for the full control effect; nearly all actives have a fitted effect of over 60% in size; inactives centre near -12
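USP1/UAF1 complex at 1 nM was preincubated with compound for 15 min at room temperature, then Ub-Rho substrate (150nM final) was added. Fluorescence (480/540 nm) was read kinetically, 6 reads every 60 seconds.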
TrxR1 substrate: substrates of rat thioredoxin reductase 1; O89049; purified TrxR1 substrate turnover, NADPH consumption readout; Potency, µM (series often up to 114 µM), inactives show top-dose activity change, negative = substrate turnover; hit rate 0.01% among 390,000; note: potency is the fitted concentration of half-maximal effect; % is set by controls: 0 for no effect and ±100 for the full control effect; nearly all actives have a fitted effect of over 50% in size
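Rat TrxR1, dispensed at 90 nM, was prereduced with 400 uM NADPH (final) for 5 min at ~22 deg C, then incubated with compound 15 min before 400 uM selenite. A first-read NADPH fluorescence drop versus no-compound background flagged substrates.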
D2 antagonist: antagonizes the human D2 dopamine receptor. P14416. HEK293 TREx D2 cells, calcium flux, dopamine EC80. inhibition, % at 10 µM. hit rate 2% among 340,000. AID 485344; in the data active = inhibition above about 30%; note: 0% is about no effect
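Inhibition of EC80 dopamine-driven calcium flux, recorded kinetically, defines activity here; cells are a tetracycline-induced HEK293 T-REx line expressing force-coupled D2.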
The depositor's hits bear a star; ? = inconclusive; nt = no result given; [ ] = another dose, or the depositor's remark. Unless noted, calls come from the whole dose curve; as a rule, active = well fitted inhibition curve with a large enough effect; inconclusive = small, poorly fitted or top-dose-only effect; inactive = no such curve, though single readings can be large or run the other way.

SMILES | IDH1 R132H inh | PI4K2A block | TRHR enhancer | D2 agonist | TRHR ag | TrxR1 inh | USP1 inh | TrxR1 substrate | D2 antagonist
Cc1cc2nc(SCCOC(=O)Nc3cccc(Cl)c3)nc(C)c2cc1C | -6% | 0 | -3 | 1.2 | 0.8 | 17%[57.1 µM] | -20% | -4%[57.1 µM] | 5
Cc1ccc(/C=N/n2nnnc2N)o1 | -1% | -8 | -8 | -0.2 | 0.3 | -8% | -3% | -7% | 13
COc1cccc(C(=O)Nc2cccc(-c3ccccc3)c2)c1 | -2% | 1 | -3 | -0.2 | 0.1 | 14% | -19% | -7% | -13
Cc1cc(C)c[n+](-c2nc3ccccc3nc2[N-]S(=O)(=O)c2ccc(Cl)cc2)c1 | 1% | 0 | -1 | 1.5 | 4.5 | -3% | -19% | -4% | 10
Cc1ccc(S(=O)(=O)c2nc(-c3ccco3)oc2SC(C)c2ccccc2)cc1 (configuration not stated) | -1% | -13 | 5 | 2.0 | 1.2 | -17% | -24% | -8% | nt
CCOc1ccc(C(=O)OCc2cc(=O)n3nc(C4CC4)sc3n2)cc1 | 2% | -2 | -6 | 0.8 | 0.2 | 12%[57.1 µM] | -1% | 3%[57.1 µM] | nt
CCOC(=O)Cn1cnc2c(nnn2-c2cccc(Cl)c2)c1=O | -12% | 0 | 10 | -0.5 | -0.5 | 10% | -25% | -2% | 4
COc1ccc(CC(NC(C)=O)C(=O)N2CCN(C(=O)Nc3cccc(Cl)c3)CC2)cc1OC (configuration not stated) | 3% | 0 | 0 | 0.0 | 0.6 | 13%[57.1 µM] | -6% | -8% | 11
O=c1c2ccccc2[nH]c(=S)n1C1CCCCC1 | 8% | 3 | 7 | 0.9 | 1.6 | 12%[57.1 µM] | -11% | 8%[57.1 µM] | -6
CCCOc1ccc(-c2nc(-c3ccc([N+](=O)[O-])cc3)cs2)cc1 | -16% | -2 | -1 | 2.8 | 0.8 | 7%[2.29 µM] | -27% | 0%[57.1 µM] | -10
Cc1ccc(N(C(=O)CNC(=O)c2ccco2)C(C(=O)NC2CCCCC2)c2ccncc2)cc1F (configuration not stated) | 7% | 4 | 3 | 6.7 | -0.5 | 9% | -7% | 16% | -12
O=C(Cc1ccc(F)cc1)N1CCN=C1SCc1cccc([N+](=O)[O-])c1 | -1% | -1 | -4 | 1.3 | 0.1 | 22%[57.1 µM] | -15% | 11%[57.1 µM] | 8
CN(CCC1CCCCO1)C(=O)CCc1nnc(CCc2ccccc2)o1 (configuration not stated) | -3% | 7 | -7 | 0.0 | -0.5 | 3% | -3% | 1% | 2
CCSc1nc2c([nH]c3ccccc32)c(=O)n1-c1cccc(OC)c1 | -8% | 10 | 19 | nt | 1.0 | 27%[57.1 µM] | -23% | 6%[57.1 µM] | nt
O=C(NNS(=O)(=O)c1ccc(Br)cc1)c1ccccc1-n1cccc1 | 0% | -3 | 5 | 0.3 | 0.6 | 5% | -20% | 6% | 0
O=[N+]([O-])c1cc(C(F)(F)F)ccc1N1CCN(S(=O)(=O)c2ccc3ccccc3c2)CC1 | 1% | -4 | -3 | 0.4 | 1.2 | 19%[57.1 µM] | -5% | 10%[57.1 µM] | -14
O=C(Nc1ccc2c(c1)OCO2)[C@@H]1[C@@H]2C(=O)N(C3CCCCC3)C(=O)[C@@H]2C2c3ccccc3C=CN21 (some centres not stated) | nt | nt | 9 | -0.6 | -0.3 | nt | nt | nt | -21
CCOC(=O)C1=CC[C@H]2c3c(c4ccccc4n3C)C[C@H]1N2C | 10% | 0 | 1 | 0.2 | 0.6 | -13% | -28% | -5% | 1
Cc1cccc(Cn2c(C)c(C)c3cc(C(=O)NCc4ccc(C)o4)ccc32)c1 | 20% | -1 | -5 | 0.4 | 0.1 | 18%[57.1 µM] | -21% | 4%[57.1 µM] | nt
O=C(c1cc2ccccc2oc1=O)N(Cc1cccs1)CC1CCCO1 (configuration not stated) | -15% | 3 | 3 | nt | -0.4 | 7% | -5% | -5% | nt
CCOC(=O)c1ccc(COC(=O)c2cc(=O)[nH]c3ccccc23)o1 | 6% | -3 | 0 | -0.5 | -0.3 | -14% | -4% | 0% | -16
Cc1ccc(S(=O)(=O)CC(=O)c2ccc3c(c2)OCCO3)cc1 | -4% | 8 | 4 | 1.4 | 0.9 | ? | -7% | -1% | 4
CCC(Cc1ccccc1)NC(=O)CCS(=O)(=O)c1cc2c(cc1Cl)NC(=O)CO2 (configuration not stated) | -14% | 3 | 1 | 0.0 | 0.5 | 23% | -9% | 9%[11.4 µM] | nt
CCN(CC)C(=O)CSc1nc(OC)cc(=O)[nH]1 | -3% | -4 | 15 | -0.2 | -0.2 | -10% | -17% | -11% | -1
O=C(COC(=O)/C=C/c1cccc(F)c1)Nc1ccc2[nH]c(=O)[nH]c2c1 | 1% | 1 | -7 | 0.5 | 16 | 11% | 2% | 4% | -8

3 structures already listed, ordered by length of the SMILES, smallest number first.
SMILES | IDH1 R132H inh | PI4K2A block | TRHR enhancer | D2 agonist | TRHR ag | TrxR1 inh | USP1 inh | TrxR1 substrate | D2 antagonist
O=C(Cc1ccc(F)cc1)N1CCN=C1SCc1cccc([N+](=O)[O-])c1 | -1% | -1 | -4 | 1.3 | 0.1 | 22%[57.1 µM] | -15% | 11%[57.1 µM] | 8
Cc1ccc(S(=O)(=O)c2nc(-c3ccco3)oc2SC(C)c2ccccc2)cc1 (configuration not stated) | -1% | -13 | 5 | 2.0 | 1.2 | -17% | -24% | -8% | nt
O=C(COC(=O)/C=C/c1cccc(F)c1)Nc1ccc2[nH]c(=O)[nH]c2c1 | 1% | 1 | -7 | 0.5 | 16 | 11% | 2% | 4% | -8

Other structures
SMILES | IDH1 R132H inh | PI4K2A block | TRHR enhancer | D2 agonist | TRHR ag | TrxR1 inh | USP1 inh | TrxR1 substrate | D2 antagonist
NC(=O)c1ccc(NCCCN2CCOCC2)c([N+](=O)[O-])c1 | 2% | 5 | 17 | 1.4 | 0.0 | -10% | -11% | -11% | -11
Cc1cc(-c2nnc(SCc3ccccn3)o2)no1 | 1% | 1 | 31* | -1.8 | -1.4 | 4% | 21% | 5% | -1
O=C(CN1CCN(CC(=O)Nc2cccc(F)c2)CC1)NCC1(N2CCOCC2)CCCCC1 | -7% | 3 | 7 | 0.2 | -0.8 | 9% | 0% | -2% | 27
COc1ccc2c(C)cc3n[nH]c(=S)n3c2c1 | 2% | 0 | -4 | 0.0 | 1.1 | 3% | -24% | 13% | -5
NS(=O)(=O)c1cc([N+](=O)[O-])ccc1NCc1cccnc1 | 0% | 1 | 0 | 0.1 | 0.9 | 7% | -28% | -4% | -38
CCN(CC(=O)Nc1c(F)cccc1F)C(=O)c1ccc2ccccc2n1 | -7% | -1 | -6 | nt | -0.3 | 1%[57.1 µM] | -5% | -3%[57.1 µM] | nt
CCc1ccc(NC(=O)C(=O)NCC(c2cccnc2)N2CCN(c3ccc(F)cc3)CC2)cc1 (configuration not stated) | 18% | -3 | 10 | 0.1 | -0.4 | -8% | -1% | -6% | nt
CCN1C(=O)N[C@H](c2ccc(Br)cc2)C(C(C)=O)=C1C | -25% | 2 | -1 | 1.9 | -0.7 | -24% | -24% | 2% | -6
CC(=O)Oc1ccc(CC(C(=O)O)N2C(=O)c3ccccc3C2=O)cc1 (configuration not stated) | 5% | 6 | -9 | -4.5 | -0.6 | 8% | -3% | 0% | -36
CCC(=O)N1CCc2cc(Br)cc(S(=O)(=O)CCC(=O)NCCOC)c21 | 2% | 1 | 3 | -0.1 | 0.2 | 4% | -4% | -3% | 9
O=C1c2ccccc2C(=O)C1(CO)c1ccc(OC(F)F)cc1 | 22% | -2 | 2 | 0.1 | 0.0 | -13% | -14% | -12% | 12
O=C(CSc1nc2ccccc2c(=O)n1CCCO)Nc1ccc2c(c1)OCCO2 | -3% | -6 | -7 | 0.3 | -0.7 | 17%[57.1 µM] | -12% | 7%[57.1 µM] | -29
O=CN1CCN(C(C(=O)NC2CCCCC2)c2ccc(Cl)cc2)CC1 (configuration not stated) | 0% | -1 | nt | nt | nt | 15% | -14% | 7% | nt
CC(=O)Nc1ccc(NC(=O)C2CCN(S(=O)(=O)c3ccc4c(c3)OCCO4)CC2)cc1 | -8% | 7 | -3 | 0.2 | 0.8 | 5% | -14% | -4% | -17
CNC(=S)NNC(=O)Cc1ccc(OC)cc1 | 3% | -2 | 0 | 0.5 | 0.5 | 0%[57.1 µM] | 7% | 7%[57.1 µM] | 4
COC(=O)c1c(C(=O)OC)c(-c2ccc(C(C)(C)C)cc2)n2c1CS(=O)C2 (configuration not stated) | 7% | 0 | -2 | 2.5 | 0.1 | 19%[57.1 µM] | -21% | 10%[57.1 µM] | 11
CC(=O)Nc1ccc(N(C(=O)Cc2c[nH]c3ccccc23)C(C(=O)NC2CCCCC2)c2ccco2)cc1 (configuration not stated) | -1% | 1 | -7 | -1.3 | -0.4 | 2% | -16% | -4% | 3
Cc1nn(CC(=O)Nc2ccccn2)c(C)c1Br | -1% | 2 | -1 | 0.8 | 1.0 | ? | -14% | 5% | -17

Record cards, as listed above. Screens in order: IDH1 R132H inh	PI4K2A block	TRHR enhancer	D2 agonist	TRHR ag	TrxR1 inh	USP1 inh	TrxR1 substrate	D2 antagonist
O=C(CN1CCN(CC(=O)Nc2cccc(F)c2)CC1)NCC1(N2CCOCC2)CCCCC1 in the list: -7%	3	7	0.2	-0.8	9%	0%	-2%	27
CCc1ccc(NC(=O)C(=O)NCC(c2cccnc2)N2CCN(c3ccc(F)cc3)CC2)cc1 (configuration not stated) in the list: 18%	-3	10	0.1	-0.4	-8%	-1%	-6%	nt
O=CN1CCN(C(C(=O)NC2CCCCC2)c2ccc(Cl)cc2)CC1 (configuration not stated) in the list: 0%	-1	nt	nt	nt	15%	-14%	7%	nt
CCN1C(=O)N[C@H](c2ccc(Br)cc2)C(C(C)=O)=C1C in the list: -25%	2	-1	1.9	-0.7	-24%	-24%	2%	-6

Compounds were not picked by outcome (roughly 3.9% active in at least one column).
